GAA inhib – inhibitors of human lysosomal alpha-glucosidase; P10253; purified human GAA, 4-MU-alpha-glucoside fluorescence; Potency, µM (series often up to 76.9 µM), for inactives: at the highest dose activity change, negative = inhibition, most hits filed as inhibitors; 200,000 compounds, 0.005% hits; AID 1466;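 also: plate controls were uninhibited enzyme wells for no effect and no-enzyme background for full effect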
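Human enzyme at 4 nM with 400 uM 4-methylumbelliferyl-alpha-D-pyranoside, citrate/phosphate buffer pH 5.0, 0.005% Tween-20, 20 min at room temperature. Compounds up to 77 uM. 4-MU fluorescence (Ex 365/Em 440) read after NaOH/glycine stop; AC50 from Hill fit.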
GLA spleen mod – alpha-galactosidase A (human) modulation | P06280 | 240,000 compounds, 0.008% hits | Potency, µM (series often up to 80 µM), for inactives: at the highest dose activity change, negative = inhibition, usual class: inhibitors | human spleen homogenate, 4MU-alpha-Gal fluorescence, 40 min;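 also: 0% = enzyme with vehicle and -100% = no enzyme basal signal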
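Fluorogenic readout (Ex 365/Em 440 nm) of 4-methylumbelliferone released from 1 mM 4-MU-alpha-galactoside by spleen homogenate, 40 min at 37C, pH 5.0. Data normalized to no-enzyme and enzyme controls; Hill-equation AC50 from compound titrations.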
GAA glycogen – alters human alpha-glucosidase cleavage of glycogen. Potency, µM (highest dose often 76.4 µM), for the others: top-dose activity change, negative = inhibition, usual class: inhibitors. recombinant GAA, glycogen substrate, Amplex Red glucose oxidase fluorescence. 300,000 compounds, 0.38% hits. P10253;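 also: 0% = full enzyme reaction and -100% = no-enzyme basal signal; the screen sought inhibitors and activators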
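Recombinant human enzyme (4 nM); glycogen substrate; 37 C, 40 min, pH 5.0. Readout: coupled glucose oxidase/Amplex Red fluorescence.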
ALDH1A1 inh – inhibitors of human aldehyde dehydrogenase 1A1 | P00352 | Purified ALDH1A1, NADH fluorescence, propionaldehyde substrate | Potency, µM (top dose mostly 75.3 µM), for inactives: at the top dose activity, negative = inhibition, hits mostly inhibitors | 220,000 compounds, 7.3% hits | AID 1030; active = well fitted inhibition curve with a large enough effect, not every such curve was filed as active; inconclusive = small, poorly fitted or top-dose-only effect, or another doubt; inactive = no such curve, though single readings can be large or run the other way;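 also: plate controls were no enzyme wells and a reference inhibitor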
Target sequence (P00352 whole entry, looked up): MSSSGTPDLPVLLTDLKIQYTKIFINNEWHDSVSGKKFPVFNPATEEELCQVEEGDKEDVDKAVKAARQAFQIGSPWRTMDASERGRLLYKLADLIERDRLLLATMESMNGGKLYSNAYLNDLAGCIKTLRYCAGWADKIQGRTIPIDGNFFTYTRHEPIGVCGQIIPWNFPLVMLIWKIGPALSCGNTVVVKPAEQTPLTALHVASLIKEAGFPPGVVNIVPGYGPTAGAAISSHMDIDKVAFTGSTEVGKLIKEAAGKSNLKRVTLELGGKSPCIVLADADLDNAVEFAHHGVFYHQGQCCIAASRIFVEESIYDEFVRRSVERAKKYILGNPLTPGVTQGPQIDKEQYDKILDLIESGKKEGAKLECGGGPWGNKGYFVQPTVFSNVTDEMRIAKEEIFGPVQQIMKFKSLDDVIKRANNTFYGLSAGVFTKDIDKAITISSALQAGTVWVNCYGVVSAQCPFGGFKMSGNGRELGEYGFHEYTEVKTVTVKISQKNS
KDM4E inh – inhibitors of human JMJD2E histone demethylase. B2RXH2. JMJD2E catalytic domain, FDH-coupled NADH fluorescence (FDH is formaldehyde dehydrogenase). Potency, µM (titrated, usually from 57.1 µM), for inactives: top-dose activity change, negative = inhibition, most hits filed as inhibitors. 230,000 compounds, 1.6% hits. AID 2147; active = well fitted inhibition curve with a large enough effect, not every such curve was filed as active; inconclusive = small, poorly fitted or top-dose-only effect, or another doubt; inactive = no such curve, though single readings can be large or run the other way;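 also: 0% = wells with enzyme and -100% = buffer wells without enzyme; nearly all actives have a fitted effect of over 50% in size; many of its hits are not listed in these tables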
aGlu spleen mod – inhibits or activates alpha-glucosidase in human spleen homogenate; human spleen homogenate, 4-MU-alpha-glucoside fluorescence; Potency, µM (titrated, usually from 79.9 µM), for inactives: top-dose activity change, negative = inhibition, most hits filed as inhibitors; 240,000 compounds, 0.006% hits; AID 2112;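 also: 0% = enzyme with vehicle and -100% = no enzyme basal signal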
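AC50 values come from Hill-equation fits of concentration-response data, normalized to no-enzyme and full-activity controls. Enzyme source: 1 ug human spleen homogenate; 1 mM fluorogenic 4-MU glucoside, pH 5.0 citrate buffer, 37 C, 40 min.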
SMN2 splice enh – enhancers of SMN2 splice variant expression; HEK293 SMN2-luciferase splicing reporter, luminescence, 30-36 h; Potency, µM (doses to about 46.1 µM), without a hit: at the top dose activity change, positive = activation, actives largely listed as activators; 210,000 compounds, 2.8% hits; AID 1458; also: % of control where 0% means no effect; nearly all actives have a fitted effect of over 55% in size
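HEK293 cells carry an SMN2 minigene-luciferase reporter in which exon 7 inclusion puts luciferase in frame. Cells were seeded at 2000 cells/well, attached for 10-12 hours, then exposed to compounds for 30-36 hours at 37C before ONE-Glo luminescence.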
RGS12 GoLoco inh – RGS12 GoLoco-Gai1 interaction inhibition; 230,000 compounds, 0.44% hits; P63096; Gai1:RGS12 GoLoco peptide FP, rhodamine, 10 min; Potency, µM (titrated, usually from 61.6 µM), for the others: at the top dose activity, negative = inhibition, most hits filed as inhibitors; AID 880; active = well fitted inhibition curve with a large enough effect, not every such curve was filed as active; inactive = no such curve, though single readings can be large or run the other way; also: % is scaled to controls: 0 for no effect and ±100 for the full control effect; nearly all actives have a fitted effect of over 30% in size; many of its hits are not listed in these tables
Target sequence (P63096 whole entry, looked up): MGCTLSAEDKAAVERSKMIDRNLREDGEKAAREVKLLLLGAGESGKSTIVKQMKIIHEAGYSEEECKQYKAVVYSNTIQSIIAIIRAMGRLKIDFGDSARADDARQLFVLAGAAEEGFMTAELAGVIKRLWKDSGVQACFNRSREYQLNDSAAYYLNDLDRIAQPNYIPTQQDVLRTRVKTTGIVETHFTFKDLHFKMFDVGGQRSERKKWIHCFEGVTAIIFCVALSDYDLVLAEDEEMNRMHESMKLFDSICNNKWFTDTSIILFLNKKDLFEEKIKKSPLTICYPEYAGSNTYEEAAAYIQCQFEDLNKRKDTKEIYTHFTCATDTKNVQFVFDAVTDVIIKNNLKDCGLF
* marks the source's active call; other numbers are inactive results; u = inconclusive; x = no result given; & = joins results of further samples; [ ] = dose if it differs, or a comment. Unless noted, calls follow the shape of the dose curve; as a rule, active = well fitted curve in the direction sought with a large enough effect; inconclusive = small, poorly fitted or top-dose-only effect, or another doubt; inactive = no such curve, though single readings can be large; an effect the other way counts as inactive or inconclusive. Potency is read from the fitted curve at half-maximal effect. These rows are one share of the data; count on the stated rates, not on these rows.

SMILES	GAA inhib	GLA spleen mod	GAA glycogen	ALDH1A1 inh	KDM4E inh	aGlu spleen mod	SMN2 splice enh	RGS12 GoLoco inh
Cc1cc(C)n2nc(C(=O)Nc3c(C)nn(Cc4ccc(F)cc4)c3C)cc2n1	1%	2%	-21%	-16%	u	-6%	-11%	10%
Cc1sc2ncn(C(C)C(=O)OC3CCCCC3)c(=O)c2c1C (stereo unspecified)	-6%	-1%	u	-13%	-5%	-10%	-10%	10%
N/C(=N\OC(=O)c1ccc(Cl)cc1[N+](=O)[O-])c1cccnc1	-9%	-9%	-3%	6%	-12%	-2%	x	-2%
O=C(OCc1nc2ccccc2[nH]1)C12CC3CC(CC(C3)C1)C2	8%	-14%	-4%	0%	-3%	-10%	-11%	-1%
COC(=O)C1=C(NC(=O)COc2ccc(Cl)cc2Cl)CCS1	-8%	0%	17%	2%	u	-3%	4%	4%
CC(C)(C)NC(=S)NNC(=O)c1cccc(Br)c1	9%	2%	-5%	11µM*	20%	3%	-27%	39%[activator]
Cc1ccccc1-n1c(Cc2cccs2)n[nH]c1=S	-2%	u	-7%	u	-9%	-14%	1%	2%
Cc1cc(NC(=O)C2CCCCC2)ccc1NC(=O)c1ccccc1Cl	-1%	-16%	-1%	7%	8%	-7%	-3%	5%
Cc1ccc(-c2nnn(CC(=O)N(CC3CCCO3)C(C(=O)NC3CCCC3)c3ccc(F)cc3)n2)o1 (stereo unspecified)	1%	3%	4%	-3%	-3%	-3%	u	-4%
CCCC1(CCC)NC(=O)NC1=O	2%	1%	-1%	10%	3%	-8%	2%	2%
O=c1c(N2CCOCC2)coc2ccccc12	x	2%	-6%	u	u	-3%	x	-4%
CCOC(=O)Cc1nnc(NC(=O)C2CCCCC2)s1	11%	-1%	4%	-9%	-4%	1%	14%	5%
O=[N+]([O-])c1ccc2c(c1)nc1n2CCN(C2CCCCC2)C1	1%	7%	15%	u	-3%	2%	14µM*	-2%
CCOCCCNS(=O)(=O)c1ccc(Br)cc1	u	2%	1%	3%	10%	-2%	-5%	3%
CCc1cccc2c(=O)c(C(=O)N3CCOCC3)c[nH]c12	1%	9%	-5%	0%	-1%	4%	-4%	-14%
CCCn1c(=S)[nH]c2cc(OC)c(OC)cc2c1=O	1%	-7%	3%	u	-5%	-10%	-12%	-7%
CCOC(=O)C(C)Sc1nnc(Cc2cc(=O)[nH]c(=O)[nH]2)n1-c1ccc(OCC)cc1 (stereo unspecified)	-3%[15.4 µM]	5%	6%	13%	3%	3%	-15%	2%
Cc1ccc(CSc2ncn(-c3ccccc3)n2)cc1	-8%	3%	-12%	16µM*	2%	1%	-23%	-110%
COc1ccccc1NC(=O)CN(Cc1ccco1)C(=O)c1cc2ccccc2o1	1%	0%	0%	22µM*	2%	6%	-3%	7%
COc1ccc(-c2nnc(SCC(=O)NNC(=O)Cc3ccccc3)n2C)cc1OC	-2%	0%	9%	-1%	8%	-7%	4%	7%
COCCCNC(=S)NNC(=O)C(O)(c1ccccc1)c1ccccc1	-2%	4%	-23%	8%	2%	2%	2%	1%
CC(C)NC[C@H]1CCc2cc(CO)c([N+](=O)[O-])cc2N1	x	6%[29.1 µM]	x	19%[20.9 µM]	-2%[25.5 µM]	4%[29.1 µM]	-12%[20.6 µM]	6%[21.6 µM]
CCCCN=c1scc(-c2ccc3c(c2)NC(=O)CO3)n1N=C1CCCC1	-2%	17%	u	3.2µM*	-1%	1%	-58%[inhibitor]	5%
O=C(CSc1ccccc1)Nc1ccc(NC(=O)c2ccco2)cc1	-7%	5%	-5%	6%	-2%	-2%	4%	5%
O=C(CSC1=NC(=O)C(Cc2ccccc2)C(=O)N1)NC1CCCCC1 (stereo unspecified)	1%	0%	9%	-9%	10%	6%	-18%	3%
CN(C(=O)OCc1ccccc1)C(CC(N)=O)C(=O)O (stereo unspecified)	-5%	1%	-3%	-4%	2%	0%	-1%	10%
N#C[C@@H]1[C@@H]2C(=O)N(c3ccc4c(c3)OCCO4)C(=O)[C@@H]2C2c3ccccc3C=CN21 (stereo partly specified)	-2%	-5%	-19%	u	-18%	-20%	4%	31%[activator]
Cc1c(C(=O)N2CCC(C)CC2)sc2ncnc(N3CCN(c4ccccc4)CC3)c12	u	-1%	3%	u	-2%	-4%	-31%[inhibitor]	3%
CCOC(=O)/C(C#N)=N/Nc1ccccc1C(=O)O	x	-2%	-2%	x	1%	-6%	x	4%
C[C@@H](C(=O)NCCc1c[nH]c2ccccc12)[C@H]1C[C@]1(C)[C@H](NC(=O)OCc1ccccc1)c1ccccc1	-4%[15.4 µM]	-2%&-1%	-12%	10µM*	-3%&-7%	2%&3%	-30%&-21%	4%&8%
CC(C)C[C@@H](CC(=O)N[C@@H](CCC(=O)O)CC(=O)O)NC(=O)[C@@H]1CCCC[C@H]1NC(=O)C[C@@H](NC(=O)C[C@H](CO)NC(=O)[C@@H]1CCCC[C@H]1N)C(C)C	x	-7%	x	-14%	7%	-2%	17%	0%
Cc1ccc(/C(O)=C2/C(=O)C(=O)N(CCN3CCOCC3)C2c2cccnc2)cc1 (stereo unspecified)	-4%	-2%	1%	u	u	0%	-5%	2%
Cn1c(=O)c2c(ncn2CCc2ccccc2)n(C)c1=O	-10%	-1%	4%	u	-6%	-1%	-2%	2%
O=C(CCNC(=O)OCc1ccccc1)NC1CCCCCC1	-3%	8%	1%	4%	6%	-4%	13%	6%
COc1ccc(CNc2ncnc3ccc(-c4c(C)noc4C)cc23)c(OC)c1	x	6%	x	20%	x	4%	x	6%
COc1ccc(/C=N/NC(=O)c2nc(-c3ccccc3)cc(-c3ccccc3)n2)cc1O	-4%	-7%	-25%	u	-19%	-19%	-42%[inhibitor]	3%
Cc1ccc(C(=O)CCCn2nnc(-c3cccnc3)n2)cc1C	3%	-4%	0%	u	-1%	2%	-8%	2%
CCOC(=O)c1ccc(NS(=O)C23CC4CC(CC(C4)C2)C3)cc1 (stereo unspecified)	0%	-7%	-8%	-15%	-10%	-7%	17%	5%
COc1ccc(N2CCc3c(C)nc(SC)nc32)cc1	10%	-5%	7%	u	u	-6%	-18%	0%
CCCCCCCC(=O)NC(Nc1ccccc1OC)C(Cl)(Cl)Cl (stereo unspecified)	4%	-7%	2%	8%	-2%	-1%	-31%[inhibitor]	5%

The last two compounds of the part before are carried over, then new ones follow:
SMILES	GAA inhib	GLA spleen mod	GAA glycogen	ALDH1A1 inh	KDM4E inh	aGlu spleen mod	SMN2 splice enh	RGS12 GoLoco inh
COc1ccc(N2CCc3c(C)nc(SC)nc32)cc1	10%	-5%	7%	u	u	-6%	-18%	0%
CCCCCCCC(=O)NC(Nc1ccccc1OC)C(Cl)(Cl)Cl (stereo unspecified)	4%	-7%	2%	8%	-2%	-1%	-31%[inhibitor]	5%
CNC(=O)C1C(=S)NC(N)=C(C#N)C1c1ccccc1 (stereo unspecified)	1%	2%	22µM*	18µM*	u	2%	-3%	-14%
CCOC(=O)c1ccc(NC(=S)N2CCC(C(N)=O)(N3CCCCC3)CC2)cc1	5%	1%	-12%	0%	22%	15%	x	13%
Cc1cc(C(=O)C[N+]2(C)CCOCC2)c(C)n1-c1ccc(Br)cc1	7%	-2%	1%	1%	0%	-12%	-4%	11%
CC1=C/C(=N\Nc2ccccc2[N+](=O)[O-])CC(C)(C)C1	8%	-8%	0%	-6%	0%	-4%	-27%	0%
O=C(CN1C(=O)c2ccccc2C1=O)Nc1ccc(-c2nc3ccccc3o2)cc1	2%	-8%	11%	-6%	-16%	-4%	-2%	18%
CC(=O)Nc1ccc(-c2csc(N/N=C\c3ccncc3)n2)cc1	x	-1%	u	x	-21%	-6%	x	-10%
COc1ccc(S(=O)(=O)N2CCc3ccccc32)cc1C(=O)OCc1c(C)noc1C	-12%	1%	-9%	3.2µM*	-4%	-4%	-4%	9%
COc1ccc(OC)c(C(=O)NC(CC(N)=O)c2ccc(N3CCC(N4CCCC4)CC3)c([N+](=O)[O-])c2)c1 (stereo unspecified)	x	10%	5%	x	u	11%	x	-1%
COc1ccc(/C=N/NC(=O)c2ccc(C)cc2)cc1CN1CCN(c2ccc(F)cc2)CC1	-2%	-3%	7%	2%	1%	-8%	-4%	10%
c1ccc(-n2nnnc2-n2nnc3ccccc32)cc1	4%	-9%	4%	-2%	4%	-1%	u	10%
Cc1ccc(S(=O)(=O)c2nc(Nc3ccccc3)sc2Cl)cc1	1%	3%	-1%	-7%	3%	2%	-56%[inhibitor]	-2%
CC(C)(C)C(=O)/C(C#N)=C/c1cccs1	x	-1%	2%	x	11%	8%	x	18%
Cc1noc(C)c1-c1nc(CS(=O)(=O)c2ccc(F)cc2)no1	-6%	-20%	4%	3%	1%	-4%	x	6%
Cc1cc2c(=O)oc(-c3ccc(F)cc3)nc2s1	u	-7%	17%	16µM*	-4%	-13%	x	-2%
CSc1nc(S(=O)(=O)c2ccc(C)cc2)c(Cl)s1	-8%	-3%	-1%	-7%	0%	x	-9%	6%
Cc1noc(C)c1CSCC(=O)OCC(=O)N1CC(=O)Nc2ccccc21	-3%	7%	-3%	1%	4%	0%	1%	-1%
Cc1ccc2c(c1)NC(=O)C(CC(=O)NCc1ccc(F)cc1)O2 (stereo unspecified)	-5%	3%	6%	11%	-5%	-3%	9%	-1%
CC(C)Cn1cc(C(=O)NCc2cccs2)c2c3ccccc3n(C)c2c1=O	-3%	12%	-2%	1µM*	-5%	6%	x	x
COc1cccc(OC)c1-c1nnc(-c2cn(C)c3ccccc23)o1	-13%	6%	2%	u	u	-1%	16%	6%
COc1ccc(OC)c2[nH]c(=O)c(CCNC(=O)c3ccc(S(=O)(=O)N4CCCCC4)cc3)cc12	u	3%	1%	u	-4%	1%	9%	-6%
CCN(CC)S(=O)(=O)c1cccc(C(=O)NC2CCCCC2)c1	0%	4%	-5%	u	5%	1%	-11%	-7%
O=C1CC(C(=O)N2CCC(N3CCC(C(=O)NC4CC4)CC3)CC2)c2ccccc21 (stereo unspecified)	x	-7%	4%	-1%	-29%	3%	x	26%
